biotin-GST TR-FRET: biotin-GST/anti-GST TR-FRET signal inhibitors, dose response, artefact control for Vif-APOBEC3G degradation inhibitor project, biochemical (AID 1117362); TR-FRET counter screen, biotin-GST/anti-GST signal; inhibition, % at the top dose, mostly 100 µM; hits show IC50 in µM; 2.8% of 3,600 active;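 active = inhibition above 30% at one or more concentrations, seen consistently on every test date; inconclusive = results that disagree between repeat test dates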;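 also: biotinylated GST protein used in place of GST-Vif 1-94 and biotin-A3G peptide; detects fluorescence quenchers or blockers of GST binding to anti-GST antibody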
* = called active by the depositor; ? = inconclusive.

SMILES	biotin-GST TR-FRET
Cc1[nH]nc2c1C(c1cn[nH]c1-c1ccc(F)cc1)C(C#N)=C(N)O2 (stereo not given)	1.1%
CN(C)CCNc1oc(COc2ccc(Cl)cc2)nc1C#N	-2.6%
NNC(=O)CCN1CCN(C(c2ccccc2)c2ccccc2)CC1	-3.0%
O=C(Cn1nnc(-c2ccccc2-n2cnnn2)n1)c1ccccc1	3.1%
COc1ccc2nc(-c3ccccc3)cc(C(=O)OCC(=O)N3CC(C)OC(C)C3)c2c1 (stereo not given)	1.6%
COC(=O)Cc1c(C)nc2nc(-c3cccnc3)[nH]n2c1=O	-3.5%
CC(=O)c1cccc(NC(=O)c2cnn3ccccc23)c1	1.0%
CS(=O)(=O)NCc1nnc(SCc2ccccc2C(F)(F)F)o1	0.9%
COC(=O)C1=COC(C)C2CN3CCc4c([nH]c5ccccc45)C3CC12 (stereo not given)	>100µM*
O=C(Cn1cnc2c(nnn2Cc2ccc(Cl)cc2)c1=O)NCc1ccco1	-0.8%
O=C(O)c1ccc2c(c1)[C@@H]1C=CC[C@@H]1[C@H](c1ccccn1)N2	1.4%
C=CCOc1ccc2c(c1)C(=NO)c1cc(OCC=C)ccc1-2	-0.1%
CCOC(=O)/C=C1\SC(C)C(=O)N1CC(=O)N(CCC#N)c1ccccc1 (stereo not given)	-0.7%
CCCc1nc(SCc2cccnc2)c2c(=O)n(C)c(=O)n(C)c2n1	1.3%
Oc1ccc(C2Nc3cccc4cccc(c34)N2)c(O)c1	16%
O=C1CC(Nc2ccc(N3CCOCC3)cc2)C(=O)N1c1ccccc1F (stereo not given)	5.0%
COc1ccc(NC(=O)CN2CCN(c3ccc(F)cc3)CC2)cc1Cl	12%
CC(C)NC(=O)c1cc(-c2ccco2)nn1-c1ccc(Cl)cc1	0.3%
CC(=O)OC1OCCOC1NC(=S)Nc1ccc(C)cc1 (stereo not given)	-1.5%
CC1Cc2ccccc2N1C(=O)C1CCN(S(=O)(=O)Cc2ccccc2)CC1 (stereo not given)	1.2%
CCC(C)NC(=O)Cc1cn(C)c2ccccc12 (stereo not given)	0.3%
COc1ccc(Oc2nc(C)cc(C)c2C#N)cc1	-0.1%
CN(C)S(=O)(=O)c1cccc(NC(=S)N/N=C/c2ccc(O)c(O)c2O)c1	5.3%
Cc1[nH]c2ccccc2c1C1=CC(=O)C=CC1=O	7.1%
O=C(O)c1ccc(-n2c(-c3cc(-c4ccco4)[nH]n3)n[nH]c2=S)cc1	-4.9%
O=[n+]1c2c(n([O-])c3cc(F)c(F)cc31)CCCC2	-2.9%
O=C(O)C(Cc1ccccc1)N1C(=O)/C(=C/C=C/c2ccco2)SC1=S (stereo not given)	-1.9%
Cn1c(CSc2nnc(SCc3ccccc3)s2)nc2ccccc21	0.3%
O=C(Nc1nc(-c2ccco2)c(-c2ccco2)s1)c1ccco1	-4.3%
COc1ccc(C2C(C(=O)NCCN(C)C)c3ccccc3C(=O)N2C)cc1OC (stereo not given)	2.5%
COCC(=O)NCCc1nc2ccccc2[nH]1	6.7%
O=C(NC1CCCCC1)c1sc(=S)n2c1[nH]c(=O)c1ccccc12	4.3%
O=S(=O)(N1CCCCC1)N1CCN(c2ccccc2F)CC1	2.4%
CCCCc1cc(C(=O)Cc2ccccn2)c(O)cc1O	-0.2%
O=C(NC1CCCC1)c1ccc(CNc2c(N3CCOCC3)c(=O)c2=O)cc1	3.2%
Cc1cccc(N/C=C/C(=C(C#N)C#N)N(C)C)c1	0.8%
CCOc1cc(C(=O)Nc2cc(C)ccn2)cc(OCC)c1OCC	8.3%
Cc1ccc(C)c(/C(O)=C2/C(=O)C(=O)N(CCN3CCOCC3)C2c2ccco2)c1 (stereo not given)	3.8%
Cc1cccc(C)c1NC(=O)CSc1nnc(-c2ccco2)c(-c2ccco2)n1	4.9%
CCOC(=O)CSc1nc2c(sc(=S)n2-c2ccccc2OC)c(=O)n1Cc1ccco1	3.5%
COCCn1nnnc1C(c1cccs1)N1CCN(c2cc(C)ccc2C)CC1 (stereo not given)	-1.2%
COc1ccccc1C(=O)Nc1cccc(-c2cn3ccsc3n2)c1	0.2%
O=C(O)Cc1ccc(C(=O)c2ccccc2)s1	8.0%
CCn1c(SC(C)C(=O)O)nc2sc3c(c2c1=O)CCC3 (stereo not given)	9.8%
Nc1ccc(N=Nc2ccc(O)cc2)c(N)n1	4.2%
O=C1CN(C(=O)COC(=O)CCSc2ccccc2Cl)c2ccccc2N1	-0.8%
COc1cc(CNc2ccc3[nH]c(=O)[nH]c3c2)cc(Cl)c1OCC(=O)NC(C)(C)C	?
CC(C(=O)O)N1C(=O)/C(=C/C=C/c2ccco2)SC1=S (stereo not given)	-2.5%
COCCn1cc(C(=O)NCc2cccs2)c2c3ccccc3n(C)c2c1=O	-2.1%
Cc1cc(C)cc(CC2CC(=O)N(c3ccc4c(c3)OCCO4)C2=O)c1 (stereo not given)	2.9%
(continued)
SMILES	biotin-GST TR-FRET
Cc1cc(C)nc(N2CCC(C(=O)O)CC2)n1	0.3%
CC(C)(CS(=O)(=O)[O-])NC(=O)CC[N+](C)(C)CCO	0.0%
Nc1ccc(Oc2ncccn2)cc1	5.7%
CN(C)c1nc(OCCNC(=O)COc2ccc(Cl)cc2Cl)nc(N2CCOCC2)n1	0.1%
Oc1ccc(/C=C/c2cnccn2)cc1	-1.5%
CC(C)(C)NC(=O)CSc1nnc(-c2ccccn2)n1Cc1ccccc1	5.4%
CCOC(=O)CC1Sc2ccccc2NC1=O (stereo not given)	3.2%
CC(C)(C)OC(=O)N(Cc1ccccc1)Cc1cccc(OCc2cccc(NC(=O)c3ccccc3)c2)c1	1.8%
COc1ccccc1NC(=O)C12CC3CC(C1)CC(c1ccc(C)cc1)(C3)C2	4.1%
COc1ccc(/C=C(\NC(=O)c2ccc(OCC(C)C)cc2)C(=O)OCc2ccco2)cc1	-5.4%
CCN(CC)CCN=CC1=C(O)CNC1=O	3.8%
Cc1ccc(NC(=O)C(C)NC(=O)OCc2ccccc2)cc1C (stereo not given)	2.7%
Cc1ccc(S(=O)(=O)OCC(=O)Nc2ccc(C(=O)O)c(O)c2)cc1	1.7%
Cn1nc(-c2ccc(Cl)cc2)c2cc(C(=O)N3CCN(c4ccccc4)CC3)sc21	-21%
C[C@H](NC(=O)OCc1ccccc1)C(=O)NNC(=O)[C@H](C)NC(=O)OCc1ccccc1	1.8%
CN(Cc1nc(-c2cccnc2)no1)S(=O)(=O)c1ccccc1	-1.9%
O=C(Nc1ccncc1)C1CCN(S(=O)(=O)c2c(Cl)cccc2Cl)CC1	3.0%
Cc1ccc(C)n1-c1sccc1C(=O)O	-7.7%
NS(=O)(=O)c1ccc(N2N=C(c3ccc(Br)cc3)CC2c2ccc(F)cc2)cc1 (stereo not given)	-11%
O=C1CCCC2=C1C(c1ccco1)Nc1ccc3ccccc3c12 (stereo not given)	-0.1%
O=c1c2ccccc2c(-c2ccccc2)nn1-c1cc(Cl)ccc1[N+](=O)[O-]	5.3%
COc1ccc(C(=O)n2nc(-c3ccc(Cl)cc3)nc2N)cc1OC	-4.5%
O=S(=O)(O)c1cc(O)c(N=Nc2ccc(O)cc2O)c2ccccc12	-51%
N#CC1=C(N)C2=C(N3CCCCC3)CCCC2C1(C#N)C#N (stereo not given)	-6.9%
CCOc1ccc(N(C(C)C(=O)NC2CCCCCC2)S(C)(=O)=O)cc1 (stereo not given)	1.2%
Cc1nc2nc(COc3ccccc3)[nH]n2c(=O)c1Cc1ccccc1	1.5%
COc1ccc(Cl)cc1N(C)C(=O)CCNC(=O)Cn1cnc2ccccc2c1=O	-2.1%
Cc1noc(C)c1COc1ccc(C(=O)OCC(=O)N2c3ccccc3NC(=O)C2(C)C)cc1	-0.3%
O=c1oc(/C=C/c2ccco2)nc2sc3c(c12)CCC3	1.9%
Cc1cc(CN2C(=O)c3ccccc3C2=O)cc(N2CCOCC2)c1	2.2%
CCc1ccc(OCCNC(=O)c2cccs2)cc1	-1.3%
CCc1ccc(N(C2C=CS(=O)(=O)C2)S(=O)(=O)c2ccc(C)cc2)cc1 (stereo not given)	-0.8%
O=c1c(-c2cc3ccccc3o2)[n+]([O-])c2ccccc2n1OCc1ccccn1	-25%
Cc1ccc(NC(=O)CN(C)C(=O)c2cc(-c3ccco3)nc3ccccc23)cc1	-1.6%
CCCCN(C)C(=O)c1cn(CC)c2ccc(S(=O)(=O)N(C)C)cc2c1=O	-0.3%
CC1(C)CCN(Cc2ccccc2)C1CC#N (stereo not given)	2.5%
Cc1ccc(C)c(NC(=O)CN(C)C(=O)c2cccc(-n3cccc3)c2)c1	7.0%
CCOc1cc(CNc2ccc(O)cc2)cc(Br)c1OCc1ccccc1F	-1.3%
O=C(NCC1CCCO1)c1c(O)c2c([nH]c1=O)CCCC2 (stereo not given)	0.8%
O=C(C1CCN(S(=O)(=O)N2CCOCC2)CC1)N1CCN(Cc2ccc3c(c2)OCO3)CC1	4.0%
COC(=O)Cc1cc(=O)[nH]c(/N=C(\N)Nc2ccc(C)cc2)n1	2.2%
CCN(CC)c1ccc(/C=C2\C(=O)N(c3nnc(C)c(=O)[nH]3)N=C2C)cc1	-1.6%
CC(C)Cn1c(SCC(=O)Nc2cccnc2Cl)nnc1-c1ccco1	4.3%
COc1ccc(NC(=O)CC2Nc3cccc4cccc(c34)NC2=O)cc1 (stereo not given)	3.1%
c1coc(-c2nc3nc4ccccc4n3nc2-c2ccco2)c1	3.0%
N#Cc1c(-c2ccco2)cc(-c2ccccc2)[nH]c1=O	5.4%
O=S(=O)(O)c1cc(O)c2c(O)c(N=Nc3cc(Cl)ccc3O)c(S(=O)(=O)O)cc2c1	-73%
COC1=CC(=O)c2c(ccc3ncnc(N)c23)C1=O	2.7%
Cc1cnnc2ccc3c(no[n+]3[O-])c12	18%
COc1ccc2c(c1)O[C@@H](c1ccc3c(c1)OCO3)[C@H](OC(=O)Nc1cc(OC)c(OC)c(OC)c1)C2=O	>100µM*
Carrying on.
SMILES	biotin-GST TR-FRET
CN(C)c1ccc2cc(S(=O)(=O)O)cc(O)c2c1	0.2%
COC(=O)c1sccc1NC(=O)CC1C(=O)NCCN1C(=O)Nc1ccccc1 (stereo not given)	-4.1%
COc1ccc(S(=O)(=O)Nc2ccc3c(c2)OCO3)cc1C	4.7%
CCc1ccccc1NNC(=O)CCc1ccccc1	0.3%
CC(C)(C)NC(=O)c1cnn2c1NC(c1ccc(F)cc1)CC2C(F)(F)F (stereo not given)	-0.2%
O=C(NCc1cccs1)Nc1cccs1	-4.8%
CN1C(=O)/C(=C/c2ccco2)SC1=Nc1cccc(C(=O)O)c1	15%
O=C(NC1CCN(C(=S)NCc2ccco2)CC1)C12CC3CC(CC(C3)C1)C2	1.3%
CC(=O)c1ccc(NC(=O)c2ccc3nc(-c4ccco4)c(-c4ccco4)nc3c2)cc1	?
CCCCc1ccc(NC(=O)CC(C)(C)C)cc1	-1.2%
CCNS(=O)(=O)c1ccc(-c2ccc(-n3cnnn3)cc2)cc1	0.3%
O=C(CN1CCCCC1)Nc1nnc(-c2ccccc2)s1	-0.5%
CC(=O)Nc1ccc(NC(=O)C(C)OC(=O)CC23CC4CC(CC(Br)(C4)C2)C3)cc1 (stereo not given)	2.4%
NS(=O)(=O)c1ccc(NC(=O)COC(=O)c2cc(Cl)ccc2[N+](=O)[O-])cc1	6.6%
CCOC(=O)N1CCN(c2c(NCc3ccccc3Cl)c(=O)c2=O)CC1	-0.5%
CN1CCN(/C=C(\C#N)S(=O)(=O)c2ccc(Cl)cc2)CC1	-0.8%
O=C(O)c1ccc(S(=O)(=O)c2ccc3c(c2)C(=O)N(Cc2ccco2)C3=O)cc1	-0.5%
O=C(NCC1CCCO1)c1cc(-c2ccco2)nc2ccccc12 (stereo not given)	3.3%
O=C1[C@@H]2C(Cc3ccc(O)cc3)NC3(C(=O)Nc4ccc(F)cc43)[C@@H]2C(=O)N1c1ccc(F)cc1 (stereo not given in full)	1.1%
O=C(COC(=O)c1c2c(nc3ccccc13)/C(=C\c1ccco1)CC2)NC1CCCC1	7.7%
COc1ccc(NC(=O)c2cccnc2C(=O)O)c(OC)c1	19%
CCOC(=O)N1CCC(NC(=O)C2CCN(c3nc(-c4ccc(OC)cc4)no3)CC2)CC1	-0.8%
Cc1nnc(NC(=O)c2ccc(S(=O)(=O)N(C)Cc3ccccc3)cc2)o1	-4.8%
O=C(O)Cn1c(O)c(C=Nc2ccccc2)sc1=S	-4.1%
O=C(CSc1nc(-c2ccccc2)cc(C(F)(F)F)n1)c1cccc([N+](=O)[O-])c1	2.4%
Oc1ccc(/C=N/N2CCOCC2)c(O)c1O	-3.8%

This is a subset. The share of hits here may be higher or lower than overall.
